Assay outcomes as filed in PubChem.
Wee1 stabilizer: inhibitors of human Wee1 degradation; HeLa Luc-Wee1K328M stability, luciferase luminescence; 100% = proteasome inhibitor MG132 effect; 1.2% of 220,000 active; reporter increase, % at 5 µM; P30291;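 active = activation above the mean of all tested compounds plus 3 SD, set per screening run, cut at about 8.8% in these data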;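 also: cells exposed to compound for 20 h before luminescence read; 0% = DMSO alone and 100% = MG132 at 30 µM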
Furin inhibitor: inhibitors of human furin | purified furin, fluorogenic substrate cleavage | inhibition, % at 30 µM | 0.061% of 220,000 active | AID 463115; in the data active = inhibition above about 25%; also: inactives centre near -15
Target sequence (P09958 108-714 limits assumed): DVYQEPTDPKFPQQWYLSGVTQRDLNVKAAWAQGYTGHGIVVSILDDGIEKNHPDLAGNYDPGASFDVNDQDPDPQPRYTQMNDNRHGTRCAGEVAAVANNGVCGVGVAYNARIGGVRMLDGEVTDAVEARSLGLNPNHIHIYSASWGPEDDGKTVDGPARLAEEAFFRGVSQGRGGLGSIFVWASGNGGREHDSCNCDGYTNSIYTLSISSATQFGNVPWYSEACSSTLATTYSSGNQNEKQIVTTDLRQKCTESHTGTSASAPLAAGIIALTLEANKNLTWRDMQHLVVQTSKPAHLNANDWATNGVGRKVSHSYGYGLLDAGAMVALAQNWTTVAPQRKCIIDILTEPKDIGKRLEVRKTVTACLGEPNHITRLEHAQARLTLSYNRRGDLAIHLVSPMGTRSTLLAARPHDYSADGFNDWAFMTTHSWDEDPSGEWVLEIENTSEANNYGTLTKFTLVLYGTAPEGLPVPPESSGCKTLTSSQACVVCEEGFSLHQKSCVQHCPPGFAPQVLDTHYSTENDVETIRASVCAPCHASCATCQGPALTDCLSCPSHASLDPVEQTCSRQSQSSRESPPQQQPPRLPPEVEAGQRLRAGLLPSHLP
PERK inhibitor: blocks human PERK kinase | CHO PERK-DD fusion, SEAP luminescence translation reporter | inhibition, % at 5.6 µM | Q9NZJ5 | AID 1416 | 0.17% of 220,000 active;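 active = inhibition above the mean inhibition of all tested compounds plus 3 SD, set separately per screening campaign, cut at about 2.9% in these data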;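 also: PERK kinase domain activated by AP20187 dimerizer at 100 nM; 0% = DMSO with dimerizer and 100% = rapamycin at 8.4 µM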
FXIa inh: inhibitors of human coagulation factor XIa. purified FXIa, Boc-Glu-Ala-Arg-AMC fluorogenic substrate. inhibition, % at 5 µM. 0.14% of 220,000 active. AID 798;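 active = inhibition of at least 40%; inactive = inhibition below 40%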;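 also: fluorescence of freed AMC excited at 355 nm; 0% = enzyme without compound and 100% = no enzyme blank; many of its hits are not listed in these tables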
FXIIa inh 1536: inhibitors of human coagulation factor XIIa; inhibition, % at 5 µM; P00748; purified FXIIa, Boc-QGR-AMC fluorogenic substrate, 2 h; 0.3% of 220,000 active; in the data active = inhibition above about 40%;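 also: 0% = enzyme with no compound and 100% = blank without enzyme; many of its hits are not listed in these tables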
hK5 inh: blocks human kallikrein 5 protease activity; Q9Y337; recombinant hK5, fluorogenic AMC substrate cleavage; inhibition, % at 5 µM; 0.59% of 210,000 active; AID 873;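 active = inhibition of 40% or more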;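 also: 0% = enzyme controls without compound and 100% = no-enzyme blanks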
Target sequence (Q9Y337 67-293 limits assumed): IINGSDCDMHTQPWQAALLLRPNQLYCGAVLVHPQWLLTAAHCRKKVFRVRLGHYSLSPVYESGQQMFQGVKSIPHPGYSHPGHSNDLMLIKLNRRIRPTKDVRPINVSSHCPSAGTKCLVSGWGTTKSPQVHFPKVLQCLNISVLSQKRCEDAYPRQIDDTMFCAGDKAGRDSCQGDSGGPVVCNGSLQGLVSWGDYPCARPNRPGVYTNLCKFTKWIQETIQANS
thrombin 1536: inhibitors of human thrombin | alpha-thrombin, Boc-VPR-AMC fluorogenic substrate cleavage | inhibition, % at 5 µM | AID 1046 | 0.26% of 220,000 active | P00734;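 active = inhibition at or above 40%; inactive = inhibition below 40%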;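 also: 0% = enzyme with no compound and 100% = wells without enzyme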
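System – human alpha-thrombin protein · Reagent – Boc-VPR-AMC substrate, 15 µM final · Compound – 5 µM single dose in 0.2% DMSO · Schedule – reaction at room temperature · Technique – AMC fluorescence at 355 nm excitation and 460 nm emission · Read-out basis – % inhibition relative to enzyme controls and enzyme-free blanks · Control set – no-compound enzyme wells and no-enzyme blanks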
p97 ATPase inh: blocks human p97 ATPase activity; P55072; recombinant p97 ATPase, Kinase-Glo ATP luminescence, 3 h; inhibition, % at 8 µM; 0.42% of 220,000 active; AID 1481; in the data active = inhibition above about 15%;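 also: 0% = DMSO vehicle and 100% = wells lacking enzyme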
KCC2 mod: modulates chloride dependent transport by human KCC2; Q9H2X9; KCC2 cells, thallium flux FluoZin-2 fluorescence; B-score of Tl+ flux slope (higher = more flux/activation; lower = inhibition) at 10 µM; 2.2% of 190,000 active;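 active = thallium flux slope and its plate-corrected score both differing from the plate sample mean at a set confidence after two filtering rounds, in either direction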;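 also: slope of fluorescence scaled to starting intensity during 10 to 20 s after thallium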
* hit, by the source's call; i = inactive; / = not tested or not shown; [ ] = remark or other dose.

The first 4 records, to show the layout:
Structure | Wee1 stabilizer | KCC2 mod | PERK inhibitor | thrombin 1536 | p97 ATPase inh | FXIa inh | Furin inhibitor | FXIIa inh 1536 | hK5 inh
N#Cc1ccccc1CSc1nc(N2CCCCC2)nc(N2CCCCC2)n1 | 1 | 0.39 | 1.7 | -2 | -2 | 1 | -10[20 µM] | 16 | 1
CC(C)CSc1nc2ccccc2c(=O)[nH]1 | -3 | 2 | 0.8 | -4 | 6 | 7 | -10[20 µM] | 16 | 1
CCN(CC)C(=S)NCCc1ccccc1 | -1 | -0.11 | 0.1 | -4 | 0 | 0 | -15 | 12 | 1
COc1ccccc1-c1cc2nc(C)c(CCC(=O)NC(C)CCc3ccco3)c(C)n2n1 (centres undefined) | -3 | / | -0.6 | -4 | -1 | -7 | -9 | 11 | -4

All compounds of this part, previewed entries included:
Structure | Wee1 stabilizer | KCC2 mod | PERK inhibitor | thrombin 1536 | p97 ATPase inh | FXIa inh | Furin inhibitor | FXIIa inh 1536 | hK5 inh
N#Cc1ccccc1CSc1nc(N2CCCCC2)nc(N2CCCCC2)n1 | 1 | 0.39 | 1.7 | -2 | -2 | 1 | -10[20 µM] | 16 | 1
CC(C)CSc1nc2ccccc2c(=O)[nH]1 | -3 | 2 | 0.8 | -4 | 6 | 7 | -10[20 µM] | 16 | 1
CCN(CC)C(=S)NCCc1ccccc1 | -1 | -0.11 | 0.1 | -4 | 0 | 0 | -15 | 12 | 1
COc1ccccc1-c1cc2nc(C)c(CCC(=O)NC(C)CCc3ccco3)c(C)n2n1 (centres undefined) | -3 | / | -0.6 | -4 | -1 | -7 | -9 | 11 | -4
CC(C)c1ccc(NC(=O)C2=NNC(=O)CC2)cc1 | 3 | -0.94 | 0.7 | -1 | 5 | 10 | -21 | 3 | 0
Cc1cccc(C2CC(c3ccccc3)Nc3ncnn32)c1 (centres undefined) | / | 0.06 | / | -10 | / | -1 | -24 | 4 | -1
COc1ccc(-c2cc(=O)oc3c(C)c(OCc4nn[nH]n4)ccc23)cc1 | 1 | -0.27 | 1.6 | 5 | 8 | 13 | -12 | 22 | -16
Nc1nonc1OCCN1CCN(c2ccc([N+](=O)[O-])c3cccnc23)CC1 | 2 | -0.21 | -1.1 | -13 | -1 | -4 | -8 | 0 | -4
O=C(NCCc1ccc(Cl)cc1)c1cnccn1 | -2 | 0.73 | 2.1 | 0 | 0 | 2 | -31 | 12 | 5
O=C(Cc1ccccc1)NCc1ccc(-n2cccc2)cc1 | 0 | 0.22 | 0.1 | 6 | -7 | 9 | -8 | 19 | 20
CCOC(=O)CSc1nc(=O)n2cccc(C)c2n1 | 2 | 0.17 | -0.6 | 1 | 1 | 3 | -13 | 5 | 1
COc1ccc(S(=O)(=O)Cc2ccc(C(=O)NC3CCCC3)o2)cc1 | -1 | 0.15 | 0.7 | -4 | -3 | 6 | -20 | 14 | -17
O=C(CN1CCCc2ccccc21)Nc1ccc(F)cc1[N+](=O)[O-] | 1 | -0.32 | 0.0 | 2 | 3 | -1 | -28 | 9 | -9
O=C(CSCc1ccc(Cl)cc1)Nc1ccc2c(c1)OCO2 | 3 | 0.43 | 1.5 | 0 | 6 | 0 | -7[20 µM] | 13 | -12
COC(=O)C1CSc2[nH]c(=O)sc2C1c1ccccc1 (centres undefined) | 7 | -0.94 | 0.8 | -3 | 2 | -8 | -63[20 µM] | 5 | -3
O=C(Nc1ccccc1)N1CCOCC1 | -3 | 0.81 | 0.7 | 2 | 2 | 1 | -12[20 µM] | 9 | -2
CN(C)c1ccnc(-n2cccc2/C=N/O)c1C#N | 5 | 0.19 | 1.0 | 0 | 0 | 2 | -12 | 7 | /
O=C(NCc1ccco1)c1ccc(Cl)nc1 | 1 | -0.19 | -0.2 | -2 | 1 | -7 | -4 | -1 | -8
CCN(CC)CCNC(=O)Cn1c(-c2ccccn2)nc2ccccc21 | 2 | 0.54 | 0.4 | -6 | 0 | 4 | -19[20 µM] | -3 | -4
Cc1cc2nc3c(=O)n(Cc4ccccc4)c(=O)[nH]c3nc2cc1N | -1 | i | 0.2 | 0 | 8 | -4 | -14 | 0 | 2
O=C(/C=C/c1ccccc1Cl)N(Cc1ccc(Cl)cc1)C1CCS(=O)(=O)C1 (centres undefined) | -1 | -1.2 | 0.5 | -6 | 2 | 5 | -17 | 13 | -12
CC(=O)Nc1cccc(-c2nc3ccccc3s2)c1C | 0 | -0.3 | 1.2 | 1 | 1 | 1 | -18 | 6 | -4
CCn1c(COc2ccc(=O)n(-c3ccccc3)n2)nnc1SCc1ccc(C)cc1 | -1 | -1.3 | 1.0 | -3 | -3 | -4 | -10[20 µM] | -2 | 1
O=Cc1c(-c2ccc(F)cc2)nc2ccccn12 | -4 | -0.87 | 0.4 | / | 0 | 7 | -1 | 8 | 1
CCn1c(N)c(C(=O)Nc2ccccc2C(=O)OC)sc1=S | -2 | / | 1.1 | 3 | 3 | 7 | -12 | 21 | -6
COc1cc(S(=O)(=O)N(C)C)ccc1F | 2 | 0.47 | 0.7 | -2 | 4 | 0 | -22[20 µM] | 8 | -24
CSc1n[nH]c(NCc2ccc(Cl)cc2)n1 | 0 | 0.21 | 0.2 | -3 | 6 | 2 | -14[20 µM] | 12 | -5
C=CCOc1c(Cl)cc(CNc2ccc(C)c(Cl)c2)cc1OC | 4 | 0.81 | 0.9 | -2 | -2 | -10 | -9[20 µM] | -4 | -4
CC(Oc1ccc([N+](=O)[O-])cc1Cl)C(=O)Nc1ccc(C(N)=O)cc1 (centres undefined) | 0 | -0.12 | 0.9 | -3 | 2 | -4 | -27 | 4 | -2
CC(=O)c1sc(NC(=O)COc2ccccc2)nc1C | 0 | -0.32 | -0.2 | -3 | 1 | 2 | -21 | / | 4
Cc1cc(-c2nnc(SCC(=O)Nc3ccccc3C(F)(F)F)o2)c(C)n1-c1ccccc1 | -1 | 0.25 | -0.6 | -3 | -1 | -3 | -30[20 µM] | 14 | 2
COC(=O)c1ccc(CSc2nnc3n(Cc4ccccc4OC)c(=O)c4ccccc4n23)o1 | / | / | / | -7 | / | -1 | / | 2 | -13
O=[N+]([O-])c1ccc(-c2nnc(-c3ccccc3)c(NCCCO)n2)cc1 | 0 | -0.31 | -0.5 | -8 | 4 | -5 | 6 | -1 | -11
O=C1c2ccccc2C(=O)N1C/C=C/CN1C(=O)c2ccccc2C1=O | 0 | -0.12 | -0.7 | -7 | 5 | -6 | -25[20 µM] | -1 | 6
C/C=C/C(=O)NCCc1ccc(OC)c(OC)c1 | 4 | -0.12 | 1.2 | 0 | 3 | -3 | -26 | 6 | 0
COc1ccc(NC(=O)c2ccc(C#N)cc2)cc1NS(=O)(=O)c1ccc(F)cc1 | 2 | -0.32 | 0.1 | -16 | 3 | 2 | -5 | -1 | -16
Cc1ccc(NC(=O)c2sc(N)nc2-c2ccccc2)cc1C | -1 | -0.2 | 1.8 | -4 | 6 | -3 | -24 | 3 | -1
CC(C)Oc1ccc(OCCn2c(=S)[nH]c3c(N)ncnc32)cc1 | 1 | 0.12 | 0.4 | -12 | 0 | -2 | -13 | 9 | -10
O=S(=O)(Nc1nc2c(s1)CCCC2)c1ccc2ccccc2c1 | 6 | -1.6 | 0.3 | 4 | -3 | 9 | -19[20 µM] | 16 | 0
Cc1ccc(OCc2nnc(SCC(=O)Nc3nccs3)n2-c2ccccc2)cc1C | 2 | 0.26 | -0.7 | 3 | -4 | 10 | -11[20 µM] | 31 | -36
COc1cc(NC(=O)c2ccco2)c(OC)cc1NC(=O)CSc1nnc(-c2cccs2)n1C | -1 | / | -1.1 | 8 | -2 | 21 | -11 | 29 | 7
O=C(CCN1C(=O)c2ccccc2C1=O)N(CCO)Cc1ccccc1 | -2 | 0.014 | 0.1 | 0 | 8 | 15 | 27*[20 µM] | 9 | -5
Cc1ccccc1NC(=S)Nc1ccccn1 | 0 | -0.61 | 1.1 | -2 | 1 | -3 | -12 | 6 | -6
CC(C)C(=O)N1CCN(c2ccccc2NC(=O)c2ccc(C#N)cc2F)CC1 | -2 | -0.79 | -0.5 | 6 | 1 | -3 | -26 | 7 | 0
CCOC(=O)CN1C(=O)S/C(=C/c2ccc(N3CCCCC3)o2)C1=O | 0 | -0.042 | 0.5 | 4 | 0 | 7 | -9[20 µM] | 27 | -9
O=C(c1ccccn1)C1CCCN(Cc2nc(Cc3cccc(F)c3)no2)C1 (centres undefined) | -2 | -1.9 | -0.3 | 0 | 8 | 6 | -20 | 10 | 4
O=C(c1ccc(S(=O)(=O)c2ccccc2)cc1)N1CCCCCC1 | 1 | 0.97 | -0.6 | 3 | 0 | 1 | -2 | 8 | -17
O=C1CN2C(=Nc3ccc(Cl)cc3C2c2ccccc2)CN1 (centres undefined) | -2 | -1.7 | 0.2 | -6 | 3 | 4 | -18 | -9 | -15
C/C(=C\C(=O)c1ccc(Cl)cc1)Nc1ccc(N2CCOCC2)cc1 | 0 | 0.69 | 0.0 | 0 | -2 | 8 | -23[20 µM] | 0 | 5
CCN1CCCC1CNC(=O)Cn1cnc2ccc(S(=O)(=O)N3CCC(C)CC3)cc2c1=O (centres undefined) | 4 | 0.024 | 1.4 | -2 | 3 | -3 | -28 | 11 | -7
Cc1ccc(C(=O)O)cc1NC(=S)NC(=O)c1ccc(-c2ccccc2)cc1 | 5 | -3.8 | 1.6 | 5 | 1 | 2 | -13 | 11 | 2
C#CCNC(=O)C1=C[C@@H](C(C)(C)C)C[C@@H](OCc2ccc(CO)cc2)O1 | 0 | 0.47 | 1.2 | 1 | 9 | 2 | -28 | 13 | 4
O=C1CC(c2ccco2)Cc2nc(NCC3CCCO3)ncc21 (centres undefined) | 1 | -0.39 | 0.0 | -2 | 0 | 0 | -22 | 9 | 2

Entries of single compounds, looked up by structure:
`C/C(=C\C(=O)c1ccc(Cl)cc1)Nc1ccc(N2CCOCC2)cc1` is listed as Wee1 stabilizer: 0; KCC2 mod: 0.69; PERK inhibitor: 0.0; thrombin 1536: 0; p97 ATPase inh: -2; FXIa inh: 8; Furin inhibitor: -23[20 µM]; FXIIa inh 1536: 0; hK5 inh: 5
`O=C(c1ccc(S(=O)(=O)c2ccccc2)cc1)N1CCCCCC1` is listed as Wee1 stabilizer: 1; KCC2 mod: 0.97; PERK inhibitor: -0.6; thrombin 1536: 3; p97 ATPase inh: 0; FXIa inh: 1; Furin inhibitor: -2; FXIIa inh 1536: 8; hK5 inh: -17

A second format for part of the listing above.
O=C(c1ccccn1)C1CCCN(Cc2nc(Cc3cccc(F)c3)no2)C1 (centres undefined)
- Wee1 stabilizer = -2
- KCC2 mod = -1.9
- PERK inhibitor = -0.3
- thrombin 1536 = 0
- p97 ATPase inh = 8
- FXIa inh = 6
- Furin inhibitor = -20
- FXIIa inh 1536 = 10
- hK5 inh = 4

O=C(c1ccc(S(=O)(=O)c2ccccc2)cc1)N1CCCCCC1
- Wee1 stabilizer = 1
- KCC2 mod = 0.97
- PERK inhibitor = -0.6
- thrombin 1536 = 3
- p97 ATPase inh = 0
- FXIa inh = 1
- Furin inhibitor = -2
- FXIIa inh 1536 = 8
- hK5 inh = -17
